# tolC growth inh – blocks growth of E. coli BW25113 tolC mutant; growth inhibition, % at 10 µM (by protocol); AID 573; 65,000 compounds, 2.2% hits; OD615;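 active means growth inhibition at or above a cutoff equal to the mean over every tested compound plus 3 SD, cut at about 60% in these data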;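 further: growth measured after 20 h incubation at 37 °C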
#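 Signal: optical density read at 615 nm; Assay system: E. coli ΔtolC::kan strain BW25113; Times: 20 h incubation with compound, 37 °C; Dosing: 10 µM final, single dose.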
# NADH coupling – inhibitors of enzymes used to reach an NAD/NADH endpoint | IC50, µM (top dose mostly 10 µM), inactives show at the highest dose inhibition | 65,000 compounds, 0.02% hits | coupled PK/LDH NADH assays, four targets | AID 774;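 active means single-dose screening hits from any of four coupled enzyme assays that gave an IC50 when retested across doses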;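 further: the DPM-DC format reads NADH fluorescence rather than 340 nm absorbance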
# M1 antag – blocks the rat M1 muscarinic receptor response to acetylcholine; P08482; CHO-M1 cells, Fluo-4 calcium, ACh EC80 antagonist mode; active compounds read low; B-score at 10 µM; 64,000 compounds, 3.4% hits; AID 628;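 active means calcium fluorescence response, raw or row-and-column corrected B-score, differing from the plate sample mean either way at a set confidence level, mostly lower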
# RORA act – activates the human nuclear receptor RORA | activation, % at 10 µM | CHO-K1 Gal4-RORA LBD luciferase reporter, luminescence; percent increase over mock-subtracted basal signal | AID 560 | P35398 | 65,000 compounds, 1.5% hits;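 active means activation above the mean of all tested compounds plus 3 SD, cut at about 49% in these data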;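 further: 0% = DMSO-treated RORA cells and 100% = added signal equal to DMSO minus mock-transfected cells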
# Target sequence (P35398 whole entry, looked up, the tested form may be a part): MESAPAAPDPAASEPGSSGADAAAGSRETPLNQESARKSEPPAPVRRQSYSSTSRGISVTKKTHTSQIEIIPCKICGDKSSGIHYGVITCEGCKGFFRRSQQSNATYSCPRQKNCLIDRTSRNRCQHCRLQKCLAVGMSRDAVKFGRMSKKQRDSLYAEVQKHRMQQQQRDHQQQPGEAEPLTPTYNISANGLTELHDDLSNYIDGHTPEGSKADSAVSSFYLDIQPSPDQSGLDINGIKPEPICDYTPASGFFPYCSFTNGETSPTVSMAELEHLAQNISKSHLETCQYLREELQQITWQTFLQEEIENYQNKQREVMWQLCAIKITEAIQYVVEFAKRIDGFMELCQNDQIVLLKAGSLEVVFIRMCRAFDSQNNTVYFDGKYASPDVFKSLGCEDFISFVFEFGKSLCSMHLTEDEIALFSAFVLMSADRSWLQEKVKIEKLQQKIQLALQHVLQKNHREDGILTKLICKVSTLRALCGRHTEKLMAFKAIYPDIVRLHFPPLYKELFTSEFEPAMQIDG
# M1 agonist – agonists of M1 muscarinic receptor; CHO-M1 cells, Fluo-4 calcium fluorescence, agonist mode; active compounds read high; B-score at 10 µM; 64,000 compounds, 3% hits; AID 626;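 active means fluorescence rise, raw or as B-score row- and column-corrected plate score, outside the 99.7% band of its plate's samples, either direction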
# Fluor 339 460 – intrinsic fluorescence of library compounds, ex339/em460 – biochemical, MLSMR library, data from DPM-DC assay, artefact control, profiling panel; 65,000 compounds, 5.5% hits; AID 709; compound autofluorescence, ex339/em460 nm, NADH buffer; active compounds read high; 1 = no-compound wells, NADH background; fluorescence fold increase at 10 µM;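 active means at 10 µM, mean starting fluorescence two-fold or more over control wells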;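 further: signal is the first read of a kinetic run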
# SF-1 act – activators of human nuclear receptor SF-1; 65,000 compounds, 1.9% hits; CHO-K1 Gal4-SF-1 LBD luciferase reporter; % increase over DMSO SF-1-specific signal; Q13285; AID 522; activation, % at 10 µM;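 active means activation above the mean activation of all tested compounds plus 3 SD, cut at about 50% in these data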
#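 System: CHO-K1 cells with Gal4–hSF-1 LBD chimera plus Gal4-driven luciferase; quantity: 4,000 CHO-K1 cells per well; compound: one dose, 10 µM compound, 1% DMSO; times: 20 h compound treatment, 37 °C; measured by: SteadyLite luciferase luminescence; read-out: percent activation versus DMSO; benchmarks: DMSO and mock-transfected background; replicates: one test per compound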
# TNAP act mid DEA – activates human TNAP at intermediate phosphate acceptor concentration; AID 813; 64,000 tested, under 10 active; activation factor at 20 µM; purified TNAP, CDP-star luminescence, 100 mM DEA, 30 min; active compounds read high; scale: 0 levamisole-inhibited, 1 vehicle-only enzyme;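 active means activation factor of at least 2 at 20 µM, relative to controls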
# Target sequence (P05186 whole entry, looked up): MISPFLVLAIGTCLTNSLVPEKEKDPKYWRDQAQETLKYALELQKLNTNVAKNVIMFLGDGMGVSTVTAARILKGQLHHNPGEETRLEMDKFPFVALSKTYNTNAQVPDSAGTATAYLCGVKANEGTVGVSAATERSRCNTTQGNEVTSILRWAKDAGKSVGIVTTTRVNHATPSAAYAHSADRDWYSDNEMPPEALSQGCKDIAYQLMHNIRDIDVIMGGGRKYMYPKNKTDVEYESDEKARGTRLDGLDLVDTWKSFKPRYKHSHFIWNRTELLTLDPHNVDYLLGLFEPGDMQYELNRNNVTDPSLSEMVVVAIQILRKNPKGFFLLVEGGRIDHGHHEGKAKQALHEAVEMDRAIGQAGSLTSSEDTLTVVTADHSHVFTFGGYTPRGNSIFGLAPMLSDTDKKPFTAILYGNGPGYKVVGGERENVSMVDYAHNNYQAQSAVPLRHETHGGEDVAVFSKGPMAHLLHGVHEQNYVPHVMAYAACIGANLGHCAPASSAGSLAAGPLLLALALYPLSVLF
# Ec RNAP inh – inhibitors of Escherichia coli RNA polymerase | inhibition, %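 (tested at 10 µM)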 | E. coli RNA polymerase, fluorescence transcription assay | 62,000 compounds, 0.2% hits | P0A8V2; in the data active means inhibition above about 20%;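 further: 0% = enzyme without compound and 100% = no enzyme blank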
# * = called active by the depositor; . = no result given; [ ] = another dose, or the depositor's remark.
SMILES,tolC growth inh,NADH coupling,M1 antag,RORA act,M1 agonist,Fluor 339 460,SF-1 act,TNAP act mid DEA,Ec RNAP inh
N=c1c(S(=O)(=O)c2ccc(Cl)cc2)cc2c(=O)n3ccccc3nc2n1CCN1CCOCC1,44,0%[fluoresces],0.48,-3,-0.19,5*,-1,0.9,-57
COCCn1c(SCC(=O)N2CCCCC2)nc2cccnc21,.,10%,-0.15,12,0.057,1.6,5,0.9,3
CCN(CC)CCN=CC1=C(O)CNC1=O,-23,8%,0.072,-4,1.2,1.1,6,0.9,8
COC(=O)c1ccc(CSc2nnc3c(Cl)cc(Cl)cn23)o1,-2,4%,-0.8,0,-0.35,1.1,5,0.9,-3
COc1ccc(C2CC(C(F)(F)F)n3nc(C(=O)NCc4c(C)nn(C)c4C)c(Cl)c3N2)cc1 (stereo not drawn),13,7%,0.7,19,0.027,1.1,13,0.9,9
O=C(NCc1ccncc1)c1c(F)c(F)c(F)c(F)c1F,-4,4%,0.75,-4,-0.31,1.1,-6,0.8,2
CCCN(CCC)CCCNC(=O)CC(C(=O)N1CCc2ccccc21)n1ccnc1 (stereo not drawn),-8,6%,0.015,-1,-1.3,1.1,-13,1,4
CCOc1ccc(CCNc2nc3c(c(=O)n(C)c(=O)n3C)n2CC)cc1OCC,-7,4%,0.75,-4,-1,1,-10,1,-4
CCOC(=O)c1ccc(NS(=O)(=O)c2cnc[nH]2)cc1,-25,5%,0.17,-12,-0.93,1,18,1,8
COc1cc(OC)c(C2C(C(=O)Nc3ccc(C)cc3C)=C(C)Nc3ncnn32)cc1OC (stereo not drawn),-5,5%,0.34,2,-0.24,1.1,-6,1,3
Cc1nn2c3c(cnc2c1-c1ccccc1)C(=O)CCC3,-15,3%,-0.89,32,1.4,1.1,-7,0.9,6
COC(=O)c1ccc(NC(=O)CNC(=O)C2CCCCC2)c(C)c1,3,7%,0.31,-3,0.56,1.1,28,0.9,.
Oc1[nH]c2ccccc2c1/C=N/c1nccs1,1,10%,-1.2,39,-0.71,0.85,38,0.8,11
CCC(=O)N1CCc2cc(S(=O)(=O)NC(C(=O)NCc3ccccc3)C(C)C)ccc21 (stereo not drawn),22,3%,-0.4,-20,0.08,1.1,16,0.9,6
COc1ccc(CNC(=O)CN(CC2CCCO2)C(=O)CNS(=O)(=O)c2ccc(C)cc2)cc1 (stereo not drawn),2,0%,0.73,10,-0.4,1.1,2,0.9,-1
CCCn1c(N2CCN(CC(=O)c3c[nH]c4ccccc34)CC2)nc2c1c(=O)[nH]c(=O)n2C,10,6%,-1.2,-18,0.38,1.2,2,0.8,4
Cc1cccc(C)c1NC(=O)CS(=O)CC(=O)NC1CCCc2ccccc21 (stereo not drawn),2,3%,0.18,12,-1.4,1,-12,0.8,8
CCCCNC(=O)C1CC(=O)N(C2CCCCC2)C1 (stereo not drawn),-15,4%,-0.01,-17,1.6,1.1,-4,1,1
COc1ccccc1CNC(=O)C1COc2ccccc2O1 (stereo not drawn),-1,0%,0.12,-2,0.56,1.1,10,0.9,7
Cc1ccc(NC(=O)c2nnn(CC(=O)Nc3ccccc3)c2N)cc1C,-14,1%,0.46,-4,-1.4,1.1,-24,0.9,9
Cc1ccc2c(c1)c1c(n2CC(O)Cn2c(C)nc3ccccc32)/C(=N\O)CCC1 (stereo not drawn),78*,4%,-0.027,23,-0.77,1.1,12,0.9,-3
COc1ccc(NC(=O)c2ccccc2NC(=O)c2ccco2)c(OC)c1,-1,2%,-0.42,-12,7.7*,1.1,0,1,8
O=C(CN(Cc1ccccc1)C(=O)c1ccco1)NCc1ccc(F)cc1,-5,2%,-0.01,-23,0.83,1.1,0,0.9,7
CCCn1c2c(c(O)c(C(=O)Nc3nc(C)cs3)c1=O)CCCC2,-18,9%,0.043,-9,-1.4,0.86,1,0.9,6
Cc1nnc(SCC(=O)Nc2ccc3c(c2)OCCO3)s1,-6,5%,0.18,-5,0.058,1.1,-6,.,.

# Copied from the results shown for reference:
SMILES,tolC growth inh,NADH coupling,M1 antag,RORA act,M1 agonist,Fluor 339 460,SF-1 act,TNAP act mid DEA,Ec RNAP inh
N=c1c(S(=O)(=O)c2ccc(Cl)cc2)cc2c(=O)n3ccccc3nc2n1CCN1CCOCC1,44,0%[fluoresces],0.48,-3,-0.19,5*,-1,0.9,-57
COCCn1c(SCC(=O)N2CCCCC2)nc2cccnc21,.,10%,-0.15,12,0.057,1.6,5,0.9,3
CCN(CC)CCN=CC1=C(O)CNC1=O,-23,8%,0.072,-4,1.2,1.1,6,0.9,8
COC(=O)c1ccc(CSc2nnc3c(Cl)cc(Cl)cn23)o1,-2,4%,-0.8,0,-0.35,1.1,5,0.9,-3
COc1ccc(C2CC(C(F)(F)F)n3nc(C(=O)NCc4c(C)nn(C)c4C)c(Cl)c3N2)cc1 (stereo not drawn),13,7%,0.7,19,0.027,1.1,13,0.9,9

# Next structures
SMILES,tolC growth inh,NADH coupling,M1 antag,RORA act,M1 agonist,Fluor 339 460,SF-1 act,TNAP act mid DEA,Ec RNAP inh
Cc1ccc(Nc2nc(C(=O)N3CCC(C(=O)NCCN4CCOCC4)CC3)cs2)cc1,-20,9%,-0.026,12,0.12,1.1,20,0.9,14
COc1ccc(C(=O)NC2CC3CCCC(C2)N3CC(C)C)cc1OC (stereo not drawn),-21,5%,-0.15,-1,-0.87,1.1,-14,0.9,5
Cc1ccc(-c2nc3cc(NC(=O)C(C)C)ccc3o2)cc1C,-5,3%[fluoresces],1,-45,-1.1,3*,-26,0.9,-1
CCc1cccc(CC)c1NC(=O)CSc1nnc(C(C)C)n1CC,-9,4%,0.19,-3,-0.021,1,3,0.9,2
O=C(c1cccc(N2CCCC2=O)c1)N1CCN(c2ccccc2)CC1,-2,6%,-0.41,-3,-0.33,1.1,11,1,8
CCC(C)C(=O)Nc1nc2c(s1)C(=O)CC(C)(C)C2 (stereo not drawn),-10,4%,-0.11,-8,-0.003,1.1,25,0.9,4
CC1CN(CC(O)COc2ccccc2C(C)(C)C)CC(C)O1 (stereo not drawn),7,3%,-0.024,-1,0.11,0.98,4,0.9,-4
CCCn1c(SCC(=O)NCc2cccs2)nc2c1c(=O)n(C)c(=O)n2C,-17,6%,-0.022,5,-0.048,1.1,-15,1,0
COc1cccc(C(=O)SC2=NCCS2)c1,-28,6%,-0.75,1,1.1,1.1,-15,0.9,9
CCOC(=O)NC(O)C(=O)c1cccs1 (stereo not drawn),-18,5%,-0.00048,-16,-0.75,0.01,13,0.9,.
CCOC(=O)C1=C(C)NC(=O)NC1c1ccc(OCCO)c(OC)c1 (stereo not drawn),-12,3%,-0.038,-16,-0.0039,1,-9,0.8,5
Cc1onc(-c2ccccc2Cl)c1C(=O)Nc1cccc2cccnc12,30,0%,1.4,-3,-0.56,1.1,-14,0.9,10
CCN(CC)CCCN1C(=O)C(=O)/C(=C(/O)c2ccc(OC)c(Cl)c2)C1c1ccco1 (stereo not drawn),-9,6%,0.17,-27,-1,1.3,5,0.9,7
COc1ccc(-n2c(=O)c3c4c(sc3n3cnnc23)CC(C)CC4)cc1 (stereo not drawn),-5,3%,-0.24,8,0.58,1,12,0.9,10
Cc1ccc(NC(=O)C2(N(CC(C)C)C(=O)Cn3nnnc3N)CCCCC2)cc1,-20,7%,.,2,.,1.1,3,1,5
N#Cc1cnc(SCCc2ccccc2)nc1N,5,3%,-0.6,-5,-0.35,1.3,7,0.9,3
CCOC(=O)CSc1cc(C)nc(NC(C)=O)n1,1,3%,0.066,-16,0.34,1.1,11,0.9,0
CCn1c(=O)n(CC)c2cc(S(=O)(=O)N3CCOCC3)ccc21,-9,4%,-0.6,-18,-0.82,1.1,2,1,18
CC(=O)C1=C(O)C(=O)N(Cc2cccnc2)C1c1ccc(Cl)cc1Cl (stereo not drawn),-10,8%,1,2,0.29,1.1,26,0.9,11
CCOC(=O)c1sc(SCC(=O)Nc2ccc(N(C)C)cc2)nc1N,3,8%,-0.15,-22,0.23,0.98,-4,0.9,11
CCn1c(SCc2cccnc2)nc2c1c(=O)n(C)c(=O)n2C,-11,8%,1.2,-3,0.021,0.98,-2,0.8,6
CCOC(=O)c1ccc(-n2[nH]c(-c3ccccc3)cc2=O)cc1,62*,5%,-17*,6,-0.027,1.1,1,0.8,4
Cc1ccc(CN2CC34C=CC(O3)C(C(=O)NCc3ccco3)C4C2=O)cc1 (stereo not drawn),2,5%,0,4,0.47,1.2,-9,0.9,7
COc1ccc(S(=O)(=O)Cc2ccc(C(=O)NCCCN(C)c3ccccc3)o2)cc1,23,4%,-0.84,10,0.88,1.1,1,0.7,8
COC(=O)c1cc(S(=O)(=O)N2CCC(C)CC2)ccc1F,2,2%,-0.16,-17,-0.19,1,-7,0.9,9

# Some entries already given, reduced to TNAP act mid DEA and M1 antag:
Molecule	TNAP act mid DEA	M1 antag
COc1ccc(-n2c(=O)c3c4c(sc3n3cnnc23)CC(C)CC4)cc1 (stereo not drawn)	0.9	-0.24
CCOC(=O)c1sc(SCC(=O)Nc2ccc(N(C)C)cc2)nc1N	0.9	-0.15

# Next section.
SMILES,tolC growth inh,NADH coupling,M1 antag,RORA act,M1 agonist,Fluor 339 460,SF-1 act,TNAP act mid DEA,Ec RNAP inh
CC(C)(C)Nc1nc(SCc2ccccc2)nc(N2CCOCC2)n1,54,3%,-0.014,5,0.63,1.2,-18,0.9,4
CCCCCCn1c(C(C)NC(=O)c2ccco2)nc2ccccc21 (stereo not drawn),28,8%,-0.67,14,1.1,1.3,2,0.9,4
Cc1cccnc1NC(=O)C1CCN(S(=O)(=O)c2ccc3c(c2)CCC(=O)N3)CC1,-8,1%,0.48,-6,-0.19,1.1,-6,1,6
Cc1cc(=O)oc(C)c1C(=O)NCC1CCCO1 (stereo not drawn),-6,0%,0.31,-22,1.2,1.1,-14,1,10
CCOC(=O)CSc1nc(-c2ccc(OC)cc2)ns1,-3,5%,-0.6,-12,1.6,1.1,-11,0.9,9
CCCCCn1c(=N)n(CC(O)COc2ccccc2OC)c2ccccc21 (stereo not drawn),15,5%,0.25,22,3.1*,1,-35,1,4
CCCCC(=O)N(CCOC)c1nnc(-c2ccc(OC)cc2)s1,1,9%,-0.17,-4,0.042,1.2,15,0.9,5
COc1ccc(C2OC(=O)c3ccccc3S2)cc1 (stereo not drawn),8,1%,-0.51,-27,0.26,1.1,11,0.9,9
CCN(CCCNC(=O)CC1Oc2ccc(C)cc2NC1=O)Cc1ccccc1 (stereo not drawn),-1,2%,-1.5,12,-0.045,1.1,8,0.9,9
O=C(Oc1ccc2ccc(OC(=O)N3CCOCC3)cc2c1)N1CCOCC1,-14,1%,-0.69,7,0.12,1.1,16,1,6
CCC(C)n1nccc1NC(=O)C(C)OC(=O)c1cc2ccccc2[nH]1 (stereo not drawn),1,10%,-1,-4,-0.95,1.2,22,0.9,1
Cc1ccc(C2CC(c3ccccc3C)n3nc(N)nc3N2)cc1 (stereo not drawn),14,3%,0.51,-20,-1.1,1.2,-18,1,9
c1ccc(Cc2nn3c(C4COc5ccccc5O4)nnc3s2)cc1 (stereo not drawn),17,3%,.,8,0.098,1.1,6,0.9,9
CCOC(=O)CSc1nc2ccc(NC(C)=O)cc2s1,-15,2%,-0.54,4,0.27,1.1,-6,1,11
O=C(Nc1ccccc1)OCCOc1ccccc1,18,7%,-0.46,24,0.39,1,18,0.9,2
COCCNC(=O)CN(C(=O)CCC(=O)Nc1cc(C)on1)c1ccc(C)cc1C,-4,3%,-0.22,3,-0.025,1.1,-21,0.9,6
Cn1c(-c2ccccc2)cccc1=O,-13,7%,0.38,-4,0.47,1.1,6,0.9,6
CCOc1cc(N2CCOCC2)c(OCC)cc1NC(=O)CN1CCc2ccccc2C1,35,25%,0.57,-15,-1.4,1.1,0,0.9,5
